Screens deposited in PubChem BioAssay by several laboratories.
Dyrk1A ADPGlo: inhibitors of rat Dyrk1A kinase | Q63470 | ADP-Glo luminescence, NFATc1 peptide | inhibition, % at 12.5 µM | 310,000 compounds, 0.43% hits | AID 504441; in the data active means inhibition above about 50%;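 further: plate controls were vehicle with enzyme for no effect and no enzyme for full effect; many of its hits are not listed in these tables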
KCNK9 inh: inhibitors of human KCNK9 two-pore domain potassium channel; Q9NPC2; HEK293 KCNK9, FluxOR thallium flux fluorescence; active compounds read low; B-score at 10 µM; 310,000 compounds, 1.2% hits;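 active means ratio B-score over 3 SD below the library mean, with starting fluorescence within 5 SD of its mean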;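 further: negative B-score means less thallium flux so channel inhibition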
KCNQ1 inh: human KCNQ1 channel inhibition. P51787. CHO-K1 KCNQ1, FluxOR thallium flux fluorescence; active compounds read high. B-score at 10 µM. 310,000 compounds, 1.3% hits;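 active means compounds whose thallium flux B-score, printed positive for inhibition, exceeds three library SD while starting fluorescence stays within three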;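 further: channel opened by potassium depolarization with thallium stimulus after 20 min compound exposure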
KCNK3 block: human KCNK3 channel inhibition, primary screen; CHO-KCNK3 thallium flux, FluxOR fluorescence; active compounds read low; AID 602410; 340,000 compounds, 0.84% hits; B-score at 10 µM;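 active means B-score under library mean minus 4 SD, starting fluorescence ratio at most library mean plus 5 SD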;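 further: more negative B-score means stronger inhibition of thallium flux through KCNK3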
PolyA inhibitor: blocks polyadenylation in yeast reporter cells | S. cerevisiae SKY197-pL101 polyadenylation reporter, beta-gal luminescence; efflux-impaired pdr1/pdr3 knockout yeast; score 100 = 6 SD above DMSO | calls only at 12 µM | 300,000 compounds, 0.02% hits | AID 1875;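 active means lowest replicate activity score at least 50, where 100 means six control SD above control mean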;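 further: yeast exposed to compound for 9 h at 30 °C; higher score means more reporter readthrough which indicates perturbed polyadenylation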
HDAC3 inhib: human HDAC3 inhibition; recombinant HDAC3, fluorogenic peptide/trypsin coupled, fluorescence; inhibition, % at 8.3 µM; 320,000 compounds, 0.15% hits; in the data active means inhibition above about 26%, passing the limit was not always enough
Target sequence (O15379 whole entry, looked up): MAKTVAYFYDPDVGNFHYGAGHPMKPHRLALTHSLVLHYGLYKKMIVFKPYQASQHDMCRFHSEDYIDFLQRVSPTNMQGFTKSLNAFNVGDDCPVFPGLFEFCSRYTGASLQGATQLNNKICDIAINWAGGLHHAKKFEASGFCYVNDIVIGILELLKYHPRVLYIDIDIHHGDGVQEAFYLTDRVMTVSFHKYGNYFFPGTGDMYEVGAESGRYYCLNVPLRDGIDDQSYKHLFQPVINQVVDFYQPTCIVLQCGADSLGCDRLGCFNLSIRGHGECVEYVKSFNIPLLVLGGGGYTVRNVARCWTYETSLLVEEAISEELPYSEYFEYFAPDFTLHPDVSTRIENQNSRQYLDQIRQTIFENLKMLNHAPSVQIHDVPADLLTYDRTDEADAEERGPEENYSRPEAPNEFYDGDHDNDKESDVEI
RGS4 act: potentiators or activators of RGS4; B-score at 10 µM; AID 463111; HEK293 M3R/inducible RGS4, carbachol calcium flux Fluo4; active compounds read low; 310,000 compounds, 0.92% hits;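 active means B-score of the integrated calcium signal more than 4 SD below the library mean, with starting fluorescence not abnormally high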;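 further: negative B-score means reduced calcium response which marks RGS4 activation or potentiation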
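System – HEK293 FlpIn-TREx cells, stable M3R, doxycycline-inducible RGS4 · Reagent – ECmax carbachol challenge · Times – compound preincubation 20 min at room temperature before agonist · Technique – Fluo4 fluorescence kinetic imaging of calcium · Measure – B score of integrated Fluo4 ratio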
GSK3A inh: human GSK-3 alpha kinase inhibition; inhibition, % at 10 µM; ADP-Glo luminescence, 60 min; P49840; 320,000 compounds, 0.1% hits; AID 2650;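 in the data active means inhibition above about 50%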;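 further: GST-tagged GSK-3 alpha with peptide substrate and 25 µM ATP; 0% = DMSO neutral wells and 100% = GW8510 positive control wells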
Target sequence (P49840 whole entry, looked up): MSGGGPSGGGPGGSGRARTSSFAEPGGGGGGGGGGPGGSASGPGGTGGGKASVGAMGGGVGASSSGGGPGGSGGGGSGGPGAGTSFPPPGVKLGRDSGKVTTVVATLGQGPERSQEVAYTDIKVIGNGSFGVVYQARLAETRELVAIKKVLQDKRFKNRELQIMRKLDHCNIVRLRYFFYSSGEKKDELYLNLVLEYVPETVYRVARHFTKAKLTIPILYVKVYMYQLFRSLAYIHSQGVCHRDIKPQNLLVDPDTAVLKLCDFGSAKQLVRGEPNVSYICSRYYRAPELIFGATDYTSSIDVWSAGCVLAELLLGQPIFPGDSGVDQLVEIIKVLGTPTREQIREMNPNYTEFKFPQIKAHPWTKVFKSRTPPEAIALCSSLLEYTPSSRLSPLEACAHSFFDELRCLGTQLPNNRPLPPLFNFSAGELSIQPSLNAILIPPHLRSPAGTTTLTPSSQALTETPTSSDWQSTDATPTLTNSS
KCNQ1 act: human KCNQ1 channel potentiation or activation | B-score at 10 µM | 310,000 compounds, 0.35% hits | CHO-K1 KCNQ1, thallium flux FluxOR fluorescence; active compounds read high | AID 2648;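 active means fluorescence ratio B-score, a plate-corrected score, at least three library SD, with initial intensity B-score within 5 SD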
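Doses: Single concentration per compound, DMSO matched to controls | Test system: KCNQ1-transfected CHO-K1 cells | Timing: 90 min dye loading and 20 min compound exposure, both at room temperature | Measured by: Kinetic FluxOR thallium fluorescence, 10-s 1-Hz baseline, 110-s post-stimulus read | Medium: Assay buffer with matched DMSO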
GSK3beta inhib: human GSK3beta kinase inhibition; P49841; GST-GSK3beta kinase, ADP-Glo luminescence, 60 min; active compounds read low; activity score (negative = inhibition), % at 10 µM; 300,000 compounds, 0.038% hits; AID 2097;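 active means more than half of replicate wells score below -50%, meaning over 50% inhibition versus plate controls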;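 further: 0% = median DMSO wells and -100% = median GW8510 positive control wells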
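Assay system: GST-fused GSK3beta enzyme, cell-free / Medium: Tris pH 7.5 buffer with MgCl2, DTT, BSA, heparin / Also added: peptide substrate plus 25 µM ATP (final) / Compound: 10 µM single point / Timing: kinase reaction with compound 60 min at room temperature / Detection: ADP-Glo luminescence / Benchmarks: DMSO neutral wells and GW8510 at 20 µM as positive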
hERG protect: hERG (human) protection from proarrhythmic block | Q12809 | CHO-hERG, FluxOR thallium flux, dofetilide IC70 present | activation (rescue from dofetilide block), less the hit threshold, % at 10 µM | 310,000 compounds, 0.51% hits | AID 1511;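 active means activation above the mean of controls blocked by dofetilide plus 5 SD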;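 further: thallium influx through hERG after potassium depolarization seen as dye fluorescence rise; in these data hits start at about 4.7%; inactives centre near -7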
Starred values were filed as active, the others as inactive; i = inactive; nt = not tested or not shown. Some of the compounds tested; the hit share may differ from the screen's.

SMILES | Dyrk1A ADPGlo | KCNK9 inh | KCNQ1 inh | KCNK3 block | PolyA inhibitor | HDAC3 inhib | RGS4 act | GSK3A inh | KCNQ1 act | GSK3beta inhib | hERG protect
CCOC(=O)/C=C/C(=O)OCC(=O)Nc1ccc(Cl)cc1Cl | nt | i | i | i | i | 2 | i | -4 | i | 0 | -11
Cc1onc(-c2ccccc2)c1C(=O)N1CCN(S(=O)(=O)c2ccccc2Br)CC1 | -2 | i | i | i | i | 1 | i | 1 | i | 0 | -5
CC(C)c1csc(CN2CCC(CCC(=O)NCC3CCCO3)CC2)n1 (configuration not stated) | 6 | i | i | i | i | -1 | i | 0 | i | -1 | -8
CC(c1ccon1)N(C)Cc1cn[nH]c1-c1ccc(-c2ccccc2)cc1 (configuration not stated) | -6 | i | i | i | i | 1 | i | 0 | i | 3 | -14
O=C(O)c1ccc(S(=O)(=O)NC2CCCCC2)cc1 | 3 | i | i | i | i | -1 | i | -2 | i | 1 | 0
Cc1nc(S/C(=C/c2ccc(-c3cccc(Cl)c3)o2)C(=O)O)n[nH]1 | -1 | i | i | i | i | -8 | i | 0 | i | 0 | -11
COc1ccc(S(=O)(=O)NCc2cccnc2)cc1C | 2 | i | i | i | i | -11 | i | -1 | i | 0 | 0
c1cc(C(c2nnnn2C2CCCCC2)N2CCN3CCCC3C2)ccn1 (configuration not stated) | -5 | i | i | i | i | 0 | i | -5 | i | 3 | -3
CCOc1ccc(CCNC(=O)COC(=O)c2ccc3c(c2)OCCO3)cc1OCC | 5 | i | i | i | i | -4 | i | -4 | i | -2 | -21
CNCc1cc2ccc(C)cc2[nH]c1=O | -7 | i | i | i | i | 5 | i | 10 | i | 3 | -2
COc1cccc2cc(C(C)=O)oc12 | nt | i | i | i | i | -6 | i | -3 | i | -1 | -14
CC1CCCCC12NC(=O)N(CC(=O)Nc1ccc(S(=O)(=O)N3CCOCC3)cc1)C2=O (configuration not stated) | -2 | i | i | i | i | -4 | i | -3 | i | 3 | -10
COc1ccc(NC(=O)c2ccc3c(c2)C(=O)N(Cc2cccnc2)C3=O)c(OC)c1 | 0 | i | i | i | i | -8 | i | -1 | i | 0 | -8
CC(C)(C)N(Cc1ccccc1)C(=O)c1ccncc1 | 3 | i | i | i | i | 6 | i | 1 | i | 0 | -7
COc1ccc(C(=O)C2CCCN(C(=O)c3n[nH]c4c3CCCC4)C2)cc1OC (configuration not stated) | 1 | i | i | i | i | -4 | i | -1 | i | 0 | -11
COc1cccc(C=NCCCN=Cc2cccc(OC)c2O)c1O | -6 | i | i | i | i | 5 | i | -2 | i | -3 | 5.7*
Cc1ccc(-c2nc(NCc3ccco3)n(S(C)(=O)=O)n2)cc1 | -1 | i | i | i | i | 3 | i | -9 | i | 1 | -7
CCCCn1c(SCC(=O)c2cc(OC)ccc2OC)nc2cc(S(N)(=O)=O)ccc21 | -5 | i | i | i | i | -8 | i | 0 | i | 0 | -10
CCOc1ccc(-c2nnc(-c3snc(-c4ccc(F)cc4)c3N=CN(C)C)o2)cc1 | -2 | i | i | i | i | 0 | i | 0 | i | 1 | -8
Cc1nc2ccc(NC(=S)NC3CCCCC3)cc2nc1C | 16 | i | i | i | i | 0 | i | 6 | i | 2 | -5
c1ccc(-c2ccn3nnnc3n2)cc1 | 3 | i | i | i | i | 0 | i | -1 | i | -3 | -13
N#CC12CCCCC1CC1CCCCC1(C#N)N2Cc1cccnc1 (configuration not stated) | 2 | i | i | i | i | -2 | i | 1 | i | 2 | -6
COc1cc(=O)n(C)c2c(O)cccc12 | 43 | i | i | i | i | 0 | i | 1 | i | 0 | -5
C[C@@H](NC(=O)OC(C)(C)C)C(=O)NCC1CCC(C(=O)N[C@@H](Cc2ccccc2)C(=O)O)CC1 (some centres not stated) | 3 | i | i | i | i | nt | i | -3 | i | -3 | -5
CN(CC(=O)Nc1cccc(F)c1)C(=O)CSc1ccc(Br)cc1 | 4 | i | i | i | i | 5 | i | -2 | i | -1 | -4
COc1ccc(Cl)cc1C(=O)CSc1nnnn1C1CCCCC1 | -5 | i | i | i | i | 5 | i | -4 | i | 1 | -12
CCc1ccc2c(CN3CCc4ccccc43)cc(=O)oc2c1 | 2 | i | i | -13* | i | 3 | i | 0 | i | 3 | -8
c1ccc(-c2cn3c4c(sc3n2)CCCC4)cc1 | 10 | i | i | i | i | 1 | i | 1 | i | -3 | -8
COc1ccc(/C=C(\NC(=O)c2ccc(Cl)cc2)C(=O)NCCCN2CCOCC2)cc1OC | -3 | i | i | i | i | 2 | i | -2 | i | -2 | -4
CCN(CC)CCCNC(=O)c1c(O)c2c([nH]c1=O)CCCC2 | 4 | i | i | i | i | 2 | i | 2 | i | 5 | 0

3 entries picked at random from the list so far, as already listed:
SMILES | Dyrk1A ADPGlo | KCNK9 inh | KCNQ1 inh | KCNK3 block | PolyA inhibitor | HDAC3 inhib | RGS4 act | GSK3A inh | KCNQ1 act | GSK3beta inhib | hERG protect
c1ccc(-c2cn3c4c(sc3n2)CCCC4)cc1 | 10 | i | i | i | i | 1 | i | 1 | i | -3 | -8
Cc1nc2ccc(NC(=S)NC3CCCCC3)cc2nc1C | 16 | i | i | i | i | 0 | i | 6 | i | 2 | -5
COc1ccc(/C=C(\NC(=O)c2ccc(Cl)cc2)C(=O)NCCCN2CCOCC2)cc1OC | -3 | i | i | i | i | 2 | i | -2 | i | -2 | -4

(more compounds)
SMILES | Dyrk1A ADPGlo | KCNK9 inh | KCNQ1 inh | KCNK3 block | PolyA inhibitor | HDAC3 inhib | RGS4 act | GSK3A inh | KCNQ1 act | GSK3beta inhib | hERG protect
CNc1c(NS(=O)(=O)c2ccc(Br)cc2)c(=O)oc2ccccc12 | 1 | i | i | i | i | 1 | i | -1 | i | -3 | -7
CC(C)(O)P(=O)(O)CCc1ccccc1 | 2 | i | i | i | i | -1 | i | -2 | i | 0 | -5
CC(C)C(=O)N1CCC(c2nc(-c3ccc(S(=O)(=O)N4CCN(C)CC4)cc3)no2)CC1 | -4 | i | i | i | i | -3 | i | -2 | i | 1 | -11
Cc1nnc(Nc2ccc3c(c2)OCO3)c2ccccc12 | 13 | i | i | i | i | 1 | i | 0 | i | -1 | -3
CCOC(=O)c1nn(-c2ccc(F)cc2)cc1O | -7 | i | i | i | i | 1 | i | -2 | i | 1 | -13
COc1ccc(C(=O)CN2Cc3ccccc3C2=N)cc1 | nt | i | i | i | i | -5 | i | -4 | i | -1 | -3
COc1cccc(C2C(C(C)=O)=C(O)C(=O)N2CCNCCO)c1 (configuration not stated) | nt | i | i | nt | i | -5 | i | -2 | i | -1 | -6
COc1cccc(C(=O)N/N=c2\sc3ccccc3n2C)c1 | -4 | i | i | i | i | -2 | i | -2 | i | 1 | 1
O=C(NNC(=O)C1CCCN(S(=O)(=O)c2cccc(F)c2)C1)C1CC1 (configuration not stated) | -7 | i | i | i | i | -3 | i | 1 | i | 3 | -6
NC(=O)c1cc(S(=O)(=O)N2CCOCC2)cs1 | -1 | i | i | i | i | -4 | i | -4 | i | -1 | -7
COC(=O)c1ccccc1NC(=O)CN1C(=O)CSC1=O | 20 | i | i | i | i | 0 | i | -2 | i | 3 | -10
Cc1cc2oc(=O)cc(CN3CCCCC3)c2cc1C | 9 | i | i | i | i | 3 | i | 1 | i | 1 | -3
CC(C)CC(=O)N1CCN(C(=O)c2ccc(F)cc2)CC1 | nt | i | i | i | i | -10 | i | 1 | i | 4 | -3
CC(C)n1cc(C(=O)N2CCCC(N3CCN(c4cccc(Cl)c4)CC3)C2)cn1 (configuration not stated) | -3 | i | i | i | i | 0 | i | -2 | i | 2 | -7
CCOC(=O)CNc1nc(Cl)nc(Nc2ccc(Cl)cc2)n1 | 3 | i | i | i | i | -2 | i | 1 | i | 2 | -3

Ordered by formula weight (falling): part of the list above
SMILES | Dyrk1A ADPGlo | KCNK9 inh | KCNQ1 inh | KCNK3 block | PolyA inhibitor | HDAC3 inhib | RGS4 act | GSK3A inh | KCNQ1 act | GSK3beta inhib | hERG protect
O=C(NNC(=O)C1CCCN(S(=O)(=O)c2cccc(F)c2)C1)C1CC1 (configuration not stated) | -7 | i | i | i | i | -3 | i | 1 | i | 3 | -6
CCOC(=O)CNc1nc(Cl)nc(Nc2ccc(Cl)cc2)n1 | 3 | i | i | i | i | -2 | i | 1 | i | 2 | -3
COc1cccc(C2C(C(C)=O)=C(O)C(=O)N2CCNCCO)c1 (configuration not stated) | nt | i | i | nt | i | -5 | i | -2 | i | -1 | -6

The list goes on.
SMILES | Dyrk1A ADPGlo | KCNK9 inh | KCNQ1 inh | KCNK3 block | PolyA inhibitor | HDAC3 inhib | RGS4 act | GSK3A inh | KCNQ1 act | GSK3beta inhib | hERG protect
COc1ccc(Cl)cc1NC(=O)CN(C)C(=O)Cc1ccc2c(c1)CCC2 | -3 | i | i | i | i | -2 | i | 4 | i | 1 | -14
Cc1noc(C)c1COC(=O)c1ccc(-c2nc3ccccc3s2)s1 | 4 | i | i | i | i | 0 | i | 1 | i | 3 | -13
CC1Sc2ccc(S(=O)(=O)CCC(=O)N3CCN(c4cccc(Cl)c4)CC3)cc2NC1=O (configuration not stated) | 4 | i | i | i | i | 2 | i | 1 | i | -1 | -10
COc1ccc(C(C#N)c2ccc(Cl)nn2)cc1 (configuration not stated) | 4 | i | i | i | i | 1 | i | -4 | i | 1 | -4
CCCCNC(=O)Nc1cc(C)on1 | -1 | i | i | i | i | -2 | i | 0 | i | 0 | -9
Cc1c(Br)c([N+](=O)[O-])nn1CC(=O)Nc1ccc(C(C)C)cc1 | 2 | i | i | i | i | 4 | i | 1 | i | 1 | -10
C/C(=N\NC(=O)c1cccc([N+](=O)[O-])c1)c1cccs1 | -4 | i | i | i | i | 8 | i | 0 | i | -5 | -7
CCOC(=O)c1c(-c2ccccc2)csc1NC(=S)NC(=O)c1ccccc1 | -2 | i | i | i | i | 2 | i | 3 | i | -2 | -6
COc1cccc(C(=O)NCCNC(=O)c2ccccn2)c1 | 0 | i | i | i | i | -1 | i | 0 | i | 0 | -3
CN(Cc1ccccc1)C(=O)Cn1cccc1C(=O)c1ccccc1 | -1 | i | i | i | i | 0 | i | -1 | i | -1 | -11
COc1ccc(-c2nnc(SCCOc3cccc(C)c3)n2N)cc1 | -1 | i | i | i | i | 0 | i | -2 | i | 0 | -3
COc1ccccc1C(=O)NC(=O)CSc1nnc(C)s1 | -2 | i | i | i | i | -2 | i | -1 | i | 0 | -14
